Assay outcomes: PubChem BioAssay, Broad Institute
KDM4C inh: inhibitors of GASC-1 (KDM4C) histone demethylase, primary screen, biochemical, single concentration HTS; GST-KDM4C 2-372, H3K9me3 peptide, LANCE TR-FRET; Lysine-specific demethylase 4C (Homo sapiens), Q9H3R0; inhibition, % at 12.5 µM; hit rate 0.15% among 96,000;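 active = mean replicate inhibition above about 25%, with at least 55% of replicates also reaching it, limit read from the data, passing the limit was not always enough; inconclusive = only one of those two conditions met; inactive = neither condition met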
Target sequence (Q9H3R0 2-372 limits assumed): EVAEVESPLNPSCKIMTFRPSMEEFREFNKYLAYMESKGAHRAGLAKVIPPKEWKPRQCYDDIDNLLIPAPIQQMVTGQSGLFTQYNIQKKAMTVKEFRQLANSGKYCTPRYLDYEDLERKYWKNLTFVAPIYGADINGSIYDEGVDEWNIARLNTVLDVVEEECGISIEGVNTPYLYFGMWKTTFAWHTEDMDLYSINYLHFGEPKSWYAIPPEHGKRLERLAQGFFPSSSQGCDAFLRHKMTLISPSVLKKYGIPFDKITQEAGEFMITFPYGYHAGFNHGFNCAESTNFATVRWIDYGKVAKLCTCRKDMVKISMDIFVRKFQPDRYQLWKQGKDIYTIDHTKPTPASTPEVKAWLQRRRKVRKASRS
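Assay system: GST-GASC-1 enzyme fragment 2-372 | Amount: 10 nM enzyme | Medium: HEPES buffer, pH 7.5, plus ascorbate | Reagent: H3K9me3 peptide substrate, Fe(II), 2-oxoglutarate | Doses: Single-point compound screen | Incubation: 30 min demethylation and 1 h detection at room temperature | Measured by: LANCE TR-FRET, excitation 340 nm, emissions 618 and 671 nm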
C diff HTS: C. difficile growth inhibitors, primary screen, HTS. Clostridium difficile clinical isolate growth, OD600, 24 h; active compounds read low. growth activity, negative = inhibition, % at 16 µg/mL (by protocol). hit rate 0.25% among 86,000. AID 1259249, 2017;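 active = mean growth activity at or below -80% and every replicate also at or below -80%; inconclusive = mean at or below -80% but some replicate above -80%; inactive = mean growth activity above -80%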;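 note: 0% = DMSO wells and -100% = levofloxacin 16 µg/mL wells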
Pf Dd2 growth: P. falciparum Dd2 growth inhibitors, primary screen, SYBR Green fluorescence, single dose replicates | 72 h; active compounds read low | activity change, % at 10 µM | hit rate 2.3% among 94,000; in the data active = activity change below about -80%; inconclusive = no clear call, values can overlap the other calls
Tcruzi prolif: T. cruzi intracellular proliferation inhibitors, primary screen, cell-based, beta-gal Tulahuen parasites, NIH3T3 host, luminescence; hit rate 5.9% among 77,000; inhibition, % at 8.34 µM; T. cruzi beta-gal in NIH3T3, GalScreen luminescence, 90 h;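 active = mean inhibition above about 93%, with at least 55% of replicates each passing it, limit read from the data, passing the limit was not always enough; inconclusive = only one of those two conditions holds; inactive = neither condition holds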
An asterisk follows results filed as active; u = inconclusive; x = no result given; & = joins results of further samples.

Values run as follows: KDM4C inh	C diff HTS	Pf Dd2 growth	Tcruzi prolif
> O=C(C[C@@H]1C[C@@H]2c3cc(NS(=O)(=O)c4ccc(F)cc4)ccc3O[C@@H]2[C@H](CO)O1)NCc1ccncc1
 : -0.5	-1	16	-43
> CC(C)NC(=O)N[C@H]1CC[C@@H](CCn2cc(-c3ccccc3)nn2)O[C@H]1CO
 : 1.0	0	-3	31
> COCC(=O)N1[C@H](CO)[C@H](c2ccc(C#CC(C)C)cc2)[C@@H]1CNC(C)=O
 : 0.3	12	-9	x
> CNC[C@H]1Oc2ccc(NC(=O)Nc3ccc4c(c3)OCO4)cc2CC(=O)N([C@@H](C)CO)C[C@H]1C
 : -0.4	-2	-20	33
> N#C[C@@H]1[C@H](c2ccccc2)[C@H](CO)N1C(=O)c1ccc2c(c1)OCO2
 : -1.4	-15	21	4
> CN(C)C(=O)C[C@H]1CC[C@H](NC(=O)C2CC2)[C@H](CO)O1
 : -2.9	-1	x	x
> OC[C@H]1[C@@H](c2ccc(C3=CCCC3)cc2)[C@@H]2CN(CCC(F)(F)F)CCCCN12
 : x	-1	-76	34
> CCCC(=O)N1CC2(C1)CN(C(=O)CN1CCOCC1)[C@@H](CO)c1c2c2ccc(OC)cc2n1C
 : -0.5	-1	-18	x
> CCS(=O)(=O)Nc1ccc2c(c1)C(=O)N(C)C[C@H](OC)[C@@H](C)CN(C)[C@H](C)CO2
 : 0.6	-1	-10	-8
> COc1cccc(S(=O)(=O)N[C@@H]2C=C[C@@H](CC(=O)NC3Cc4ccccc4C3)O[C@@H]2CO)c1
 : -1.0	x	-22	-34
> O=C(Nc1ccc(F)cc1)N[C@@H]1CC[C@@H](CCNC(=O)c2ccccc2F)O[C@@H]1CO
 : 1.2	0	-22	x
> C[C@@H]1CN([C@@H](C)CO)C(=O)c2cc(NS(=O)(=O)c3cccs3)ccc2O[C@@H]1CN(C)C(=O)NC1CCCCC1
 : -0.8	2	7	32
> CCCNC(=O)Nc1ccc2c(c1)C(=O)N(C)C[C@H](OC)[C@H](C)CN(C(C)=O)[C@@H](C)CO2
 : 0.4	x	0	-38
> Cc1ccc(S(=O)(=O)N(C)C[C@H]2OCCCC[C@@H](C)Oc3ccc(NS(C)(=O)=O)cc3C(=O)N([C@H](C)CO)C[C@H]2C)cc1
 : -1.8	-10	-51	38
> C[C@@H]1CN([C@@H](C)CO)C(=O)CCCn2nncc2CO[C@@H]1CN(C)C(=O)Nc1ccc(N2CCCCC2)cc1
 : -0.6	-4	-19&-49	26&-1
> C/C=C/c1cnc2c(c1)C(=O)N([C@H](C)CO)C[C@H](C)[C@H](CN(C)S(=O)(=O)c1ccc(F)cc1)O2
 : -1.6	-2	-9	-5
> CNC[C@@H]1Oc2ccc(NC(=O)Nc3ccc(OC)cc3)cc2CC(=O)N([C@@H](C)CO)C[C@H]1C
 : 9.2	3	-2	19
> COc1cccc(C(=O)Nc2ccc3c(c2)C(=O)N(C)[C@@H]2CC[C@H](CC(=O)N[C@H](C)c4ccccc4)O[C@@H]2CO3)c1
 : -0.1	2	-10	20
> C[C@H]1CCCCO[C@H](CN(C)C)[C@@H](C)CN([C@@H](C)CO)C(=O)c2cc(NC(=O)c3ccccc3)ccc2O1
 : -0.3	-2	45	17
> CCS(=O)(=O)Nc1ccc2c(c1)C(=O)N(C)C[C@H](OC)[C@H](C)CN(CC1CCCC1)[C@H](C)CO2
 : 0.7	1	-9	-41
> C[C@H](CO)N1C[C@H](C)[C@H](CN(C)C)Oc2cc(C#CC3(O)CCCC3)ccc2S1(=O)=O
 : -0.6	0	-1	48
> C[C@@H]1CCCCO[C@H](CN(C)C(=O)c2ccccc2)[C@H](C)CN([C@@H](C)CO)C(=O)c2cc(NS(=O)(=O)c3cn(C)cn3)ccc2O1
 : 0.3	x	-6	28
> N#C[C@H]1[C@H](c2ccccc2-c2ccc(F)cc2)[C@@H](CO)N1C(=O)Cc1ccccc1
 : -0.7	62	-31	x
> C[C@@H]1CCCCO[C@@H](CN(C)S(=O)(=O)c2ccc(F)cc2)[C@H](C)CN([C@H](C)CO)C(=O)c2cc(NS(=O)(=O)c3cccs3)ccc2O1
 : 2.9	2	-48	56
> C[C@H](CO)N1C[C@H](C)[C@@H](CN(C)C(=O)NC2CCCCC2)OCCCC[C@H](C)Oc2ccc(NS(=O)(=O)c3cccs3)cc2C1=O
 : 0.3	14	11	43
> C[C@@H]1CN([C@H](C)CO)C(=O)c2cc(NC(=O)CCCN(C)C)ccc2O[C@@H](C)CCCCO[C@H]1CN(C)Cc1ccccc1
 : 1.6	0	x	-20
> CC(=O)N(C)C[C@@H]1Oc2ncc(C#Cc3ccc(F)cc3)cc2C(=O)N([C@@H](C)CO)C[C@@H]1C
 : -1.5	-2	26	x
> Cc1noc(C)c1NC(=O)N(C)C[C@@H]1Oc2ccc(NC(=O)CCN3CCOCC3)cc2C(=O)N([C@H](C)CO)C[C@H]1C
 : -0.7	-7	15	35
> C[C@H](CO)N1C[C@H](C)[C@H](CN(C)CC2CC2)Oc2c(NC(=O)NC3CCCCC3)cccc2C1=O
 : -0.5	20	23	42
> COc1ccccc1CNC(=O)C[C@H]1C[C@H]2c3cc(NC(=O)CC4CC4)ccc3O[C@H]2[C@@H](CO)O1
 : -4.2	-22	-8	20

Continuation.
Values run as follows: KDM4C inh	C diff HTS	Pf Dd2 growth	Tcruzi prolif
> CC(C)NC(=O)N1[C@@H]2CN(C(=O)C3CCCCC3)c3ccccc3[C@@H]2[C@@H]1CO
 : 0.1	-5	6	5
> C[C@@H]1CN([C@H](C)CO)C(=O)c2cc(C#CC3CC3)cnc2O[C@@H]1CN(C)C(=O)CC1CC1
 : 2.0	10	-7	34
> COCC(=O)N(C)C[C@H]1Oc2ncc(C#Cc3ccccc3)cc2C(=O)N([C@@H](C)CO)C[C@@H]1C
 : 0.5	-6	8	-77
> Cc1ccccc1S(=O)(=O)N1CC[C@@H]2[C@H]1c1cc(-c3cccc(F)c3)ccc1N(C)[C@H]2CO
 : -1.1	25	7	46
> Cc1cccc(-c2ccc(C3[C@H]4CNC[C@@H]3N4Cc3cccc(F)c3)cc2)c1 (some centres undefined)
 : 2.5	11	-2	x
> C[C@H]1CN([C@@H](C)CO)C(=O)c2cccc(NC(=O)NC3CCCCC3)c2O[C@@H]1CN(C)S(=O)(=O)c1ccc(Cl)cc1
 : -0.1	-17	-15	x
> CO[C@@H]1CN(C)C(=O)c2cc(NC(=O)C3CC3)ccc2OC[C@@H](C)N(Cc2cccnc2)C[C@@H]1C
 : 1.6	x	x	-36
> Cc1noc(C)c1NC(=O)N(C)C[C@H]1Oc2ccc(NC(=O)Cc3ccccc3)cc2CC(=O)N([C@H](C)CO)C[C@H]1C
 : -1.2	-1	20	30
> C[C@H]1CN([C@@H](C)CO)C(=O)c2cccc(NS(C)(=O)=O)c2O[C@H]1CN(C)C(=O)Nc1ccc(F)cc1
 : -0.8	-1	9	-19
> CN1C(=O)c2cc(NC(=O)Cc3ccccc3)ccc2OC[C@@H]2O[C@H](CC(=O)O)CC[C@@H]21
 : 2.4	-8	5	25
> CCC(=O)N1[C@H](C(=O)NC2CCCC2)[C@@H](CO)[C@@H]2Cn3c(ccc(C4=CCCC4)c3=O)[C@@H]21
 : 1.0	0	x	90
> COc1ccc2c3c([nH]c2c1)[C@@H](CO)N(C(=O)Nc1ccc(F)cc1)CC31CN(S(=O)(=O)c2cccc(F)c2)C1
 : -1.7	-3	8	x
> COc1ccc2c3c([nH]c2c1)[C@@H](CO)N(C(=O)CN(C)C)CC31CN(CC2CC2)C1
 : -0.3	7	-60	x
> C[C@@H]1CN([C@@H](C)CO)C(=O)c2ccccc2-c2ccccc2CO[C@@H]1CN(C)S(C)(=O)=O
 : 0.4	-2	30	35
> C[C@@H]1CN([C@@H](C)CO)S(=O)(=O)c2ccc(C#CCN(C)C)cc2O[C@H]1CN(C)C(=O)C1CCCCC1
 : -2.1	-8	-27	x
> Cc1ccc(-c2ccc3c(c2)O[C@@H](CN(C)Cc2ccccn2)[C@H](C)CN([C@@H](C)CO)S3(=O)=O)cc1
 : -1.1	2	-62	119*
> C[C@@H]1CCCCO[C@@H](CN(C)S(C)(=O)=O)[C@H](C)CN([C@@H](C)CO)C(=O)c2cc(NC(=O)CCCN(C)C)ccc2O1
 : 2.3	-2	24	20
> N#C[C@H]1[C@@H](c2ccccc2C2=CCCC2)[C@@H](CO)N1C(=O)C1CCCC1
 : -1.8	-2	13	x
> O=C(NCCc1ccccc1)[C@@H]1[C@@H](CO)[C@@H]2Cn3c(cccc3=O)[C@@H]2N1Cc1ccccc1
 : 1.5	3	x	44
> CN1C(=O)c2cc(NC(=O)Cc3cccs3)ccc2OC[C@H]2O[C@@H](CC(=O)NCC3CCCCC3)CC[C@@H]21
 : -3.5	2	-11	-38
> C[C@@H](NC(=O)C[C@H]1C=C[C@@H](NC(=O)CN2CCOCC2)[C@H](CO)O1)c1ccccc1
 : 2.1	x	13	26
> COc1ccc(NC(=O)N2CCCCN3[C@H](CO)[C@H](c4ccc(C5=CCCC5)cc4)[C@H]3C2)cc1
 : x	7	-33	59
> CO[C@H]1CN(C)C(=O)c2ccc(NC(=O)C3CC3)cc2OC[C@@H](C)N(C(=O)CN2CCOCC2)C[C@H]1C
 : -0.5	x	49	-44
> COc1cccc(NC(=O)N[C@@H]2C=C[C@@H](CC(=O)N3CCOCC3)O[C@@H]2CO)c1
 : -0.2	0	36	x
> Cc1noc(C)c1NC(=O)Nc1ccc2c(c1)CC(=O)N([C@@H](C)CO)C[C@@H](C)[C@@H](CN(C)C(=O)Nc1c(C)noc1C)O2
 : 7.6	-6	29	14
> C[C@H]1CN([C@@H](C)CO)C(=O)CCCn2nncc2CO[C@H]1CN(C)C(=O)Nc1ccc(N2CCN(C)CC2)cc1
 : 0.8	3	9&-1	-24&-52
> COc1cccc(-c2ccc3c(c2)[C@@H]2[C@@H](CCN2C(=O)c2ccc(F)cc2)[C@H](CO)N3)c1
 : -2.7	19	-19	26
> COc1ccc(S(=O)(=O)N(C)C[C@H]2OCCCC[C@@H](C)Oc3ccc(NC(=O)CCC(F)(F)F)cc3C(=O)N([C@H](C)CO)C[C@H]2C)cc1
 : -1.4	6	-42	91
> CCC(=O)N1C[C@@H](C)[C@@H](OC)CN(C)C(=O)c2ccc(NC(=O)c3cc(C)on3)cc2OC[C@H]1C
 : 0.9	2	-26	-4
> CCCC#Cc1cnc2c(c1)C(=O)N([C@H](C)CO)C[C@H](C)[C@@H](CN(C)C(=O)C1CCCCC1)O2
 : -2.1	-1	8	-89

Following part
Values run as follows: KDM4C inh	C diff HTS	Pf Dd2 growth	Tcruzi prolif
> O=C(C[C@H]1C=C[C@@H](NC(=O)CN2CCOCC2)[C@@H](CO)O1)NCCc1ccccc1
 : -0.7	-1	-3	-19
> O=C(C[C@@H]1CC[C@@H](NC(=O)C2CCOCC2)[C@H](CO)O1)Nc1nccs1
 : 2.4	x	-4	-4
> COc1ccccc1-c1ccc2c(c1)O[C@H](CN(C)S(=O)(=O)c1ccccc1)[C@H](C)CN([C@@H](C)CO)S2(=O)=O
 : x	9	-51	u
> Cc1cc(C(=O)Nc2cccc3c2O[C@@H](CN(C)S(=O)(=O)c2ccccc2)[C@H](C)CN([C@H](C)CO)C3=O)n(C)n1
 : 1.9	-1	21	8
> O=C(c1ccccc1F)N1C[C@H]2[C@@H](c3ccccc31)[C@H](CO)N2C(=O)c1cccnc1
 : -0.6	3	-60	-27
> COc1ccccc1C#Cc1cnc2c(c1)C(=O)N([C@H](C)CO)C[C@@H](C)[C@@H](CN(C)S(=O)(=O)c1cn(C)cn1)O2
 : 0.8	1	2	x
> C[C@@H]1CCCCO[C@H](CN(C)S(=O)(=O)c2ccc(Cl)cc2)[C@H](C)CN([C@H](C)CO)C(=O)c2cc(NC(=O)C3CCCCC3)ccc2O1
 : 18	-1	-84*	110*
> C[C@@H]1CN([C@H](C)CO)C(=O)c2cc(-c3ccc(F)cc3)cnc2O[C@H]1CN(C)C(=O)CN(C)C
 : 1.3	0	-23	-19

Fetched by compound from the entries so far:
Values run as follows: KDM4C inh	C diff HTS	Pf Dd2 growth	Tcruzi prolif
> O=C(C[C@@H]1CC[C@@H](NC(=O)C2CCOCC2)[C@H](CO)O1)Nc1nccs1
 : 2.4	x	-4	-4
> O=C(C[C@H]1C=C[C@@H](NC(=O)CN2CCOCC2)[C@@H](CO)O1)NCCc1ccccc1
 : -0.7	-1	-3	-19
> Cc1cc(C(=O)Nc2cccc3c2O[C@@H](CN(C)S(=O)(=O)c2ccccc2)[C@H](C)CN([C@H](C)CO)C3=O)n(C)n1
 : 1.9	-1	21	8
> COc1ccccc1C#Cc1cnc2c(c1)C(=O)N([C@H](C)CO)C[C@@H](C)[C@@H](CN(C)S(=O)(=O)c1cn(C)cn1)O2
 : 0.8	1	2	x
> O=C(c1ccccc1F)N1C[C@H]2[C@@H](c3ccccc31)[C@H](CO)N2C(=O)c1cccnc1
 : -0.6	3	-60	-27
